FLuc inhib CS – firefly luciferase enzyme inhibitors, primary screen, artefact control for luciferase-based inhibitor screens, biochemical, luminescence, ATPLite. inhibition, % at 10 µM. 1.5% of 200,000 active. 10 min;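 active = inhibition above about 50% when tested at 10 µM, limit read from the data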
Target sequence (P08659 whole entry, looked up): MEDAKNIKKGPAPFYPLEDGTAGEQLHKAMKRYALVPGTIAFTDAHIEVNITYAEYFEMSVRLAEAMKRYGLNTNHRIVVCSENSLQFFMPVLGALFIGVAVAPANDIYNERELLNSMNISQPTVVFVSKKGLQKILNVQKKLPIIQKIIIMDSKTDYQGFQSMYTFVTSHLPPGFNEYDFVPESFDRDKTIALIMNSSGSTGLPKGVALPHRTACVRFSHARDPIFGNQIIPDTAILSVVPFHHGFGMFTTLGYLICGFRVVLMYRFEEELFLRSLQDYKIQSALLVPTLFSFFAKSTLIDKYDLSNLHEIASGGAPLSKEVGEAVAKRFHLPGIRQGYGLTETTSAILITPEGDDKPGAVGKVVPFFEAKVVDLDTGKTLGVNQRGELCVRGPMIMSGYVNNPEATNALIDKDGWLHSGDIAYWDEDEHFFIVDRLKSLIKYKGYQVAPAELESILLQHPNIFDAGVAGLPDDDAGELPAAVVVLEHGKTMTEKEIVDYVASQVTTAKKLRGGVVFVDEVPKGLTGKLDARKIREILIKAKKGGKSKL
APP 5UTR inh – inhibitors of APP translation via 5'UTR reporter, primary screen, APP 5'UTR luciferase, SH-SY5Y cells. SH-SY5Y APP 5'UTR-luciferase reporter, luminescence. inhibition, % at 2 µM. 0.82% of 190,000 active. AID 1285, 2008;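 active = inhibition above a set limit, derived from the sample mean plus 3 SD, cut at about 45% in these data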; also: values of inactives mirror those of a sister screen read the other way
bIAP inh – bovine intestinal alkaline phosphatase inhibitors, primary screen, selectivity assay for TNAP inhibitor project, biochemical, bovine IAP, CDP-star luminescence; 190,000 tested, under 10 active; inhibition, % at 20 µM; AID 1019, 2008; alkaline phosphatase, intestinal [Bos taurus]; purified bovine IAP, 30 min;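 active = over 50% inhibition of intestinal alkaline phosphatase at 20 µM in the single-dose screen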
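Incubation: 30 min reaction at room temperature / Material: purified bovine intestinal alkaline phosphatase (IAP) enzyme / Input: enzyme at 1/65,000,000 dilution / Dosing: 20 µM single dose / Signal: CDP-star luminescence signal / Reagent: CDP-star chemiluminescent phosphatase substrate, 30 µM final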
TNAP inh no acc – human TNAP enzyme inhibitors, primary screen, biochemical, luminescent, no phosphate acceptor, uHTS. Alkaline phosphatase, tissue-nonspecific isozyme (Homo sapiens), P05186. purified TNAP, CDP-star luminescence, 30 min. inhibition, % at 20 µM. 0.26% of 200,000 active;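 active = tissue-nonspecific alkaline phosphatase inhibition above about 50% at 20 µM in the single-dose screen, limit read from the data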;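 also: 0% = DMSO negative control and 100% = EDTA positive control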
Target sequence (P05186 whole entry, looked up): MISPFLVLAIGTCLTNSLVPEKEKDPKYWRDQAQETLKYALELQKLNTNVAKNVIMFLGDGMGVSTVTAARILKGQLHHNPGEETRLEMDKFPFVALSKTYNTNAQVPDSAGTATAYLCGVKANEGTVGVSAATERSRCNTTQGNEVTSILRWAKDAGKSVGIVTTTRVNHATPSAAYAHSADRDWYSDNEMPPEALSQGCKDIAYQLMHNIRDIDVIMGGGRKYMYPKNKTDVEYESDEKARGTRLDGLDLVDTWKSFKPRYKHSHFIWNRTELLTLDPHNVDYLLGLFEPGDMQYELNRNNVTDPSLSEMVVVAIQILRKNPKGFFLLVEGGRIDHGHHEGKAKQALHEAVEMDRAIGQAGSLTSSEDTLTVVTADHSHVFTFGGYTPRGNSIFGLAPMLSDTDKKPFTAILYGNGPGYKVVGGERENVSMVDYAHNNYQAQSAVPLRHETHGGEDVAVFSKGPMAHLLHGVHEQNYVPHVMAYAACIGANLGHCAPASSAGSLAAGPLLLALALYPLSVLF
RAM inhibit – inhibitors of the yeast RAM network, primary screen, dse1pr::URA3 reporter, 5-FOA selection; S. cerevisiae dse1pr::URA3 reporter, 5-FOA growth OD615, 2 d; analog-sensitive cbk1-as2 kinase mutant strain; inhibition, % at 50 µM; 1.8% of 190,000 active;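 active = inhibition above a set limit, 3 SD over mean compound inhibition, cut at about 8.4% in these data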;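 also: 0% = DMSO-only wells with no growth and 100% = 10 µM 1-NA-PP1 full growth; inhibition rescues growth on 5-FOA so higher OD means more RAM inhibition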
TNAP act hiacc – TNAP activators at high phosphate acceptor level, primary screen, biochemical, luminescence, uHTS. Alkaline phosphatase, tissue-nonspecific isozyme (Homo sapiens), P05186. purified TNAP, CDP-star luminescence, 1 M DEA, 30 min; active compounds read high; 0 = EDTA background, 1 = DMSO-only activity. activation factor at 20 µM. 200,000 tested, under 10 active;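 active = activation factor at least 2 at 20 µM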
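Assay system: human TNAP; Input: enzyme diluted 1/800 final; Reagent: CDP-star luminogenic substrate at 100 µM final; Timing: 30 min, room temperature; Signal: luminescence; Evaluation: TNAP activation factor scaled between EDTA and DMSO control wells.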
bIAP activator – bovine intestinal alkaline phosphatase activators, primary screen, biochemical, bovine IAP, CDP-star luminescence; alkaline phosphatase, intestinal [Bos taurus]; purified bovine IAP, 30 min; active compounds read high; fold of DMSO-control signal, blank-subtracted; activation factor at 20 µM; 0.17% of 200,000 active;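 active = activation factor of 2 or more at 20 µM, a signal rise over negative controls twice the positive control's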
Lmaj promast – Leishmania major promastigote growth inhibition, primary screen | Leishmania major promastigotes, resazurin fluorescence viability | inhibition, % at 10 µM | 9% of 200,000 active; in the data active = inhibition above about 50%;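 also: promastigotes grown with compound for 44 hours at 28 °C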
TNAP inh hiacc – human TNAP enzyme inhibitors, primary screen, biochemical, luminescent, high phosphate acceptor level, uHTS | purified TNAP, CDP-star luminescence, 1 M DEA | inhibition, % at 20 µM | 0.03% of 200,000 active | AID 1135, 2008;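 active = over 50% inhibition of tissue-nonspecific alkaline phosphatase at 20 µM in the single-dose screen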;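 also: plate controls were DMSO wells for no effect and EDTA-quenched wells as full inhibition for full effect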
FLuc act counter – FLuc activators, initial screening, artefact control for FLuc-dependent activation tests, biochemical, ATPlite luminescence; Luciferin 4-monooxygenase (Photinus pyralis), P08659; ATPlite luciferase biochemical, 10 min; 0 = ATP-free wells, 1 = DMSO control; activation factor at 10 µM; 200,000 tested, under 10 active;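 active = luciferase activation factor, scaled between plate controls, of at least 2 with compound at 10 µM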
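assay system = Luciferase/luciferin detection reagent, cell-free biochemical luciferase assay | also added = ATP substrate | times = 10 min post-reagent at room temperature | measured by = luminescence from luciferase reaction | measure = luciferase activation, seen as luminescence increase over controls | benchmarks = low control with PBS replacing ATP, high control enzyme plus ATP without compound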
An asterisk follows results filed as active; · = no result given.

SMILES	FLuc inhib CS	APP 5UTR inh	bIAP inh	TNAP inh no acc	RAM inhibit	TNAP act hiacc	bIAP activator	Lmaj promast	TNAP inh hiacc	FLuc act counter
O=C(NCc1ccccc1)C(=O)Nc1nc(C23CC4CC(CC(C4)C2)C3)cs1	-5	-9	11	-28	4.6	1	0.9	6	-1	1
CCC(=O)c1c(OCc2ccccc2)ccc2c(C)cc(=O)oc12	-5	3	11	-2	3.7	1	0.9	15	-4	1.1
C=CCc1ccc(OCCCCN2CC(C)CC(C)C2)c(OC)c1 (stereo not given)	-1	7	12	-4	0.4	1	0.9	96*	0	1
Cc1nc(SCC(=O)NC(C)(C#N)C2CC2)c2c(-c3cccs3)csc2n1 (stereo not given)	-8	-1	11	-2	5.0	1	0.9	2	-2	1.1
CC(C)(C)c1ccc(OCCCNCc2ccccc2)cc1	-3	6	4	-12	-1.0	1	1	99*	-3	1
CCOc1cc(Br)ccc1S(=O)(=O)N1CCC(C(N)=O)CC1	-4	0	-18	-8	0.1	1	1.2	0	0	1
CCCC(=O)n1nc(-c2cccnc2)nc1NCc1cccs1	-2	3	2	48	0.5	1	1	1	0	1
O=C(CCl)NC(=O)NC12CC3CC(CC(C3)C1)C2	-11	-6	24	10	0.7	1	0.8	101*	-4	1.1
c1ccc(CN2c3ccccc3-c3nc4ccccc4n3C2c2ccccn2)cc1 (stereo not given)	-6	7	-10	-17	2.3	1.1	1.1	24	-8	1.1
COc1cc(/C=C2\C(=O)N(c3ccc(NC(C)=O)cc3)N=C2c2ccccc2)ccc1O	3	10	29	55*	3.7	0.6	0.7	4	42	1
CSc1ccccc1C(=O)NCc1ccc2c(c1)OCO2	-1	-12	24	-7	1.2	1	0.8	-4	-1	1
CCC(=O)N/N=c1/sc2ccccc2n1C	-8	4	4	-23	-1.4	1	1	-2	-3	1.1
O=C(c1ccco1)n1nc(-c2cccnc2)nc1NCc1ccco1	-4	-27	-1	26	2.4	1	1	-1	1	1
COc1ccc(C2CC(c3cccc(OC)c3OC)n3nnnc3N2)cc1 (stereo not given)	-7	-24	8	14	3.1	1	0.9	-2	-2	1.1
N[C@@]12CCc3nonc3[C@]1(O)CC(c1ccccc1)=[N+]2[O-]	-4	4	0	-6	2.5	1	1	0	-3	1
COc1cc(/C=C/CN2CCN(Cc3ccc(C)o3)C(CCO)C2)ccc1O (stereo not given)	-4	11	-11	-8	0.9	1	1.1	-1	-2	1
CC(C)(C)NC(=O)Cn1c(=O)n(CC(=O)NC(C)(C)C)c2ccccc21	0	1	-6	-7	5.2	1	1.1	-1	-3	1
Cc1cc(NC(=O)CCC(=O)N(Cc2ccco2)C(C)(C)C(=O)NC2CCCCC2)no1	-10	-3	23	-9	0.6	1	0.8	2	0	1.1
C=CCn1c(COc2ccccc2)nnc1SCC(=O)Nc1ccc2c(c1)OCCO2	-2	-6	8	-5	4.4	1	0.9	-4	1	1
Cc1cc2nc(C)c3c(n2n1)CCC3	-6	15	-2	-1	-0.8	1	1	-13	-3	1.1
CCC(=O)Nc1sc2c(c1C(N)=O)CCN(C(C)=O)C2	-2	0	14	-9	0.7	1.1	0.9	-5	-7	1
N#CC1=C(N)Oc2n[nH]c(-c3cccs3)c2C1c1cccnc1 (stereo not given)	-6	3	-13	18	1.1	1	1.1	-4	-3	1.1
c1ccc(-n2cnnc2SCc2cn3cccnc3n2)cc1	0	12	12	-10	1.5	1.1	0.9	-2	-5	1
COc1ccc(Oc2ccc(NC(=O)c3ccccc3C)cc2)cc1	-9	1	2	-13	3.8	1.1	1	-5	-7	1.1

Overlap with the part before: four entries, followed by the next part.
SMILES	FLuc inhib CS	APP 5UTR inh	bIAP inh	TNAP inh no acc	RAM inhibit	TNAP act hiacc	bIAP activator	Lmaj promast	TNAP inh hiacc	FLuc act counter
CCC(=O)Nc1sc2c(c1C(N)=O)CCN(C(C)=O)C2	-2	0	14	-9	0.7	1.1	0.9	-5	-7	1
N#CC1=C(N)Oc2n[nH]c(-c3cccs3)c2C1c1cccnc1 (stereo not given)	-6	3	-13	18	1.1	1	1.1	-4	-3	1.1
c1ccc(-n2cnnc2SCc2cn3cccnc3n2)cc1	0	12	12	-10	1.5	1.1	0.9	-2	-5	1
COc1ccc(Oc2ccc(NC(=O)c3ccccc3C)cc2)cc1	-9	1	2	-13	3.8	1.1	1	-5	-7	1.1
O=C(Nc1ccccc1)c1ccccc1O	15	-18	8	-1	-0.8	1.1	0.9	-5	-11	0.8
C=CCOc1ccc(CNc2ccc3[nH]c(=O)[nH]c3c2)cc1OC	-1	-17	0	-9	-0.1	0.9	1	9	5	1
O=C(O)c1cccnc1SC1CC(=O)N(Cc2ccccc2)C1=O (stereo not given)	-8	-5	4	-15	0.3	1	1	-12	-5	1.1
N#Cc1ccc(NC(=O)COC(=O)C2Cc3ccccc3CN2C(=O)c2ccccc2)cc1 (stereo not given)	-10	3	15	-19	4.7	1	0.9	25	-3	1.1
Cc1cccc(C)c1Nc1nnc(SCC(=O)NC(=O)c2cccn2C)s1	-16	16	24	12	0.4	1	0.8	-8	-1	1.2
O=C1NC(=O)/C(=C\c2ccc(OCc3cccc(C(=O)O)c3)c(Cl)c2)N1	12	-79	0	-8	6.1	1	1	-8	-2	0.9
Cn1nnc2c(N3CCCCC3)nccc21	-3	5	4	-9	1.1	1	1	9	-1	1
CC1=C(C(=O)OCC(C)C)C(c2ccsc2)NC(=O)N1 (stereo not given)	-5	18	24	-15	1.7	1	0.8	4	-5	1.1
COc1ccccc1N1CCN(C(c2ccccc2)c2nnnn2CCc2ccccc2)CC1 (stereo not given)	-4	-14	-1	-9	2.0	1.1	1	64*	-6	1
O=C1CC(C(=O)Nc2ccccc2)N=C(N2CCOCC2)N1 (stereo not given)	-1	-13	6	-5	0.2	1	0.9	-4	0	1
CCOc1cc(CNCCO)cc(Br)c1OCc1ccc(Cl)cc1Cl	-2	-14	-8	-1	-0.4	1	1.1	101*	0	1
C=CCN(CC=C)CCCOc1ccc(Br)cc1Cl	-3	-1	-7	-14	1.5	1	1.1	51*	-1	1
NC(=O)c1ccc2nc(NC(=O)c3ccc(N)cc3)sc2c1	46	-23	-14	-3	4.1	1.1	1.1	20	-5	0.5
COc1ccc(-c2csc3ncn(-c4ccc(C)cc4)c(=O)c23)cc1OC	0	8	-15	-6	4.1	1.1	1.1	5	-6	1
Cc1cc(C)nc(SCc2ccc3nonc3c2)n1	0	5	-2	-1	1.2	1.1	1	1	-7	1
O=c1cc(CN2CC(O)Cc3ccc4ccccc4c32)nc2sccn12 (stereo not given)	-6	6	-8	-8	2.7	1	1.1	40	0	1.1
CCN(CC)c1ccc2cc(-c3nc(-c4ccc(OC)cc4)cs3)c(=O)oc2c1	5	-10	6	3	4.2	0.8	0.9	47	17	1
COC(=O)C1CC(O)CN1S(=O)(=O)c1cccs1 (stereo not given)	-6	-3	-3	-8	2.9	1	1	-4	-2	1.1
COc1ccc(-c2c3c(=O)n(C)c(=O)n(C)c3cn2N2CCOCC2)cc1	-2	5	9	-13	1.6	1.1	0.9	-3	-6	1
Cc1csc(=Nc2cccnc2)n1CC1CCCCC1	-4	16	-1	-6	1.7	1	1	3	-2	1
Cc1ccc(Oc2ccc3c(c2)C(=O)N(c2ccc(S(=O)(=O)Nc4nccs4)cc2)C3=O)cc1	-2	7	6	13	5.4	1	0.9	-7	-4	1
CC1CCCN(C(=O)C2CCN(CC3CC=CCC3)CC2)C1 (stereo not given)	-6	-18	-9	-14	-0.5	1.1	1.1	94*	-6	1.1
Cc1cc(OC(=O)c2cc(Cl)nc3ccccc23)ccc1Cl	-7	11	14	-7	4.9	1	0.9	6	-4	1.1
COc1ccc(S(=O)(=O)N2CCN(C(=O)NC3CCCCC3)CC2)cc1OC	-12	-4	-12	-9	0.9	1.1	1.1	0	-9	1.1
Cc1cc(C)cc(NC(=O)CSc2nnc(-c3ccccc3)n2N)c1	2	2	4	-9	1.4	1.1	1	4	-6	1
Cc1cc(C(F)(F)F)nn1Cc1n[nH]c(=S)n1-c1ccc(F)cc1	-1	-24	4	4	1.1	1.1	1	-5	-5	1
CCc1nnc(NC(=O)CCN(c2ccc(C)cc2)S(=O)(=O)c2ccccc2)s1	-6	-28	15	9	3.5	1	0.8	71*	-1	1.1
CCOc1ccccc1/C=c1\sc2ncnn2c1=O	-8	-12	2	19	1.3	1	1	-4	-5	1.1
CCOC(=O)C1=C(C)Nc2ncnn2C1c1cccs1 (stereo not given)	-3	6	5	-2	1.4	1	1	1	3	1
CCN(CC)c1ccc(C(=O)N/N=C(\C)c2cccnc2)cc1	2	-16	-9	1	0.6	1	1.1	14	3	1
COc1cc(C(C#N)N2CCCCC2)ccc1O (stereo not given)	-5	-2	26	6	3.4	1.1	0.7	0	-7	1
CS(=O)(=O)N(CC(=O)Nc1ccc2c(c1)OCCO2)Cc1ccc(Cl)cc1	2	-8	2	-6	3.8	1	1	96*	2	1
Cc1cc(/C=N/NC(=O)COc2cccc3cccnc23)c(C)n1-c1ccc(O)cc1	57*	11	13	-5	0.9	1	0.9	27	-1	0.4
CCCC(=O)NC(C)c1nc2ccccc2n1C (stereo not given)	2	-4	-1	-7	-0.3	1.1	1	-4	-5	1
CCOC(=O)CSc1nnc(NC(=O)c2cccc(S(=O)(=O)N3CCCCCC3)c2)s1	-2	4	6	-10	6.8	1	0.9	-9	-1	1
C=CCn1c(CSc2nc3ccccc3s2)n[nH]c1=S	1	-18	3	8	-0.1	1	1	-4	-4	1
CCn1c(SCc2ccc(C(=O)OC)o2)nnc1-c1c[nH]c2ccccc12	-2	·	3	-4	0.0	1	1	4	-5	1
O=C(CNC(=S)N(Cc1ccccc1Cl)C1CCCC1)NCCN1CCOCC1	-7	19	-56	-53	-0.1	1.1	1.6	1	-7	1.1
CCn1c(=O)c(C(=O)CN2CCOCC2)c(N)n(Cc2ccccc2)c1=O	-4	-13	-7	-18	1.4	1.1	1.1	0	-6	1

In another format: two of the compounds above.
| SMILES | FLuc inhib CS | APP 5UTR inh | bIAP inh | TNAP inh no acc | RAM inhibit | TNAP act hiacc | bIAP activator | Lmaj promast | TNAP inh hiacc | FLuc act counter |
| --- | --- | --- | --- | --- | --- | --- | --- | --- | --- | --- |
| COc1cc(C(C#N)N2CCCCC2)ccc1O (stereo not given) | -5 | -2 | 26 | 6 | 3.4 | 1.1 | 0.7 | 0 | -7 | 1 |
| CS(=O)(=O)N(CC(=O)Nc1ccc2c(c1)OCCO2)Cc1ccc(Cl)cc1 | 2 | -8 | 2 | -6 | 3.8 | 1 | 1 | 96* | 2 | 1 |

High-throughput results (PubChem)
